ERAP1 inh: blocks human ERAP1 aminopeptidase activity | 340,000 compounds, 0.15% hits | inhibition, % at 10.7 µM | recombinant ERAP1, Leu-AMC fluorescence, 60 min | Q9NZ08;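 active = mean replicate inhibition of at least 30%, or all replicates individually reaching that 30% level; inactive = mean below 30% and not every replicate reaching it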;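 note: 0% = neutral control wells and 100% = L-leucinethiol positive control wells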
Target sequence (Q9NZ08 whole entry, looked up): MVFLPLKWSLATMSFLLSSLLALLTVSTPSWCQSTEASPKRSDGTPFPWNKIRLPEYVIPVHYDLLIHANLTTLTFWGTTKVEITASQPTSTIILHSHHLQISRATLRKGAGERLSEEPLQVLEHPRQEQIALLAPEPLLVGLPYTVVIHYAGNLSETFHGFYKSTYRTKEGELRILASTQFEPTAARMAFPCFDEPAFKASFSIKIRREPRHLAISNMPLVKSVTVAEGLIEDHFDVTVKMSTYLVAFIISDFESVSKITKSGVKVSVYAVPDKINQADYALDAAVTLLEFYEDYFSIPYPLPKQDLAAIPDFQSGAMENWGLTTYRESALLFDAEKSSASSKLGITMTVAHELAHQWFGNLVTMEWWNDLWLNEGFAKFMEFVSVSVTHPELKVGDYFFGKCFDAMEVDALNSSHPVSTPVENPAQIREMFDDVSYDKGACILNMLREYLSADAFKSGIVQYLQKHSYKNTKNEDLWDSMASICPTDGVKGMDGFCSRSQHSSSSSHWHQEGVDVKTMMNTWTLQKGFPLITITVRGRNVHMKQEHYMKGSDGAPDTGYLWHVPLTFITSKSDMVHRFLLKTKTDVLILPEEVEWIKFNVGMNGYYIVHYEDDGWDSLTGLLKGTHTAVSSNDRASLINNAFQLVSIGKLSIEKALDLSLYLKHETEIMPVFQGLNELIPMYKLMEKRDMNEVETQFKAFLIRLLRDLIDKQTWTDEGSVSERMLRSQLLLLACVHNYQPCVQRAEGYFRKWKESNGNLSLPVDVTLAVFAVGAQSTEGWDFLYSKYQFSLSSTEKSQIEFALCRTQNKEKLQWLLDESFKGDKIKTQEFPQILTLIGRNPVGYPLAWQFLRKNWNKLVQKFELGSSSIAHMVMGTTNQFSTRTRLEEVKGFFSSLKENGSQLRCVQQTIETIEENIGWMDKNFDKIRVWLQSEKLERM
SIRT5 inh: sirtuin-5 (human) deacylase inhibition. Q9NXA8. Purified SirT5, succinyl-peptide AMC, trypsin-coupled fluorescence. inhibition, % at 15 µM. 330,000 compounds, 1.1% hits; in the data active = inhibition above about 15%; inconclusive = no clear call, values can overlap the other calls
DENV2 CPE rescue: DENV2-induced cell death inhibition; CPE inhibition, % at 9.99 µM; 350,000 compounds, 1.7% hits; AID 651640; DENV2-infected cells, cytopathic effect rescue, plate reader; in the data active = CPE inhibition above about 20%, passing the limit was not always enough; inconclusive = no clear call, values can overlap the other calls; tested in BHK-21 cells;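 note: 0% = median of neutral control wells and 100% = median of positive control wells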
Casp6 inh: inhibitors of human caspase-6. P55212. purified caspase-6, Z-VEID-R110 cleavage fluorescence. inhibition, % at 12.5 µM. 350,000 compounds, 0.53% hits;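 active = mean inhibition across replicates at least about 35%, with every replicate also reaching that limit, limit read from the data; inconclusive = only one of the two criteria met; inactive = neither criterion met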;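 note: 0% = median of neutral control wells and 100% = no fluorescence left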
F508del corr: CFTR F508del correction in bronchial cells; 350,000 compounds, 0.36% hits; CFBE cells, YFP halide quenching; stimulated with forskolin plus potentiator P3; % fluorescence drop versus neutral controls; activity (quench increase), % at 7.58 µM;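 active = mean added fluorescence quench of at least 8% versus neutral control, with both replicates also reaching 8%; inconclusive = only one of the mean or replicate conditions met; inactive = mean below 8% and not both replicates reaching 8%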;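 note: cells transiently co-express mutant CFTR-F508del with the halide-sensitive YFP; corrector assay measuring rescue of mutant channel to the surface after 24 h compound exposure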
ERp5 inh: inhibitors of human ERp5; ERp5 insulin aggregation, absorbance 650 nm, 90 min; 350,000 compounds, 0.05% hits; AID 651711; inhibition, % at 9.99 µM;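 active = mean replicate inhibition above about 25%, with every replicate also reaching it, limit read from the data, passing the limit was not always enough; inconclusive = only one of those two criteria met; inactive = neither criterion met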
miR122 inh: inhibitors of miR-122 in Huh7 cells; Huh7 miR-122 Renilla luciferase sensor, 48 h; neutral wells = 0, positive control = 100; activation (reporter increase), % at 12.5 µM; 340,000 compounds, 0.3% hits;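 active = mean replicate activation score at least 90 and every replicate individually at or above 90; inconclusive = only one of the two criteria met; inactive = neither criterion met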;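 note: higher luciferase means less miR-122 activity so hits act as miR-122 inhibitors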
The depositor's hits bear a star; u = inconclusive; x = not tested or not shown; & = joins results of further samples; [ ] = dose if it differs, or a comment.

SMILES	ERAP1 inh	SIRT5 inh	DENV2 CPE rescue	Casp6 inh	F508del corr	ERp5 inh	miR122 inh
O=C(NCCCO)c1cc2ccccc2[nH]1	-3.7	-4.9	x	-7.2	-2.1	4.0	x
COc1ccc(/C=N/NC(=O)c2nnn(-c3nonc3N)c2-c2cccs2)cc1OC	0.3	0.9	1.0	0.8	-0.3	2.2	2.3
O=C(NC1CC1)C1=C[C@@H](c2c[nH]c3ccccc23)C[C@@H](OCc2ccc(CO)cc2)O1	1.8	0.8	-9.3	12.5	-1.1	-6.1	4.0
COC(=O)c1nnn(-c2cc(Cl)cc(Cl)c2)c1C(=O)OC	-2.3	-6.7	5.3	-0.8	0.3	4.3	x
CCOC(=O)C1CCCN(C(=S)NC(=O)c2cc(Br)ccc2Cl)C1 (configuration not stated)	0.4	-2.6	-1.4	2.7	2.1	6.2	x
O=C(NCc1cccs1)C1CCCN1C(=O)Nc1ccc(F)cc1 (configuration not stated)	-4.3	-5.5	1.7	-1.1	-2.7	1.2	-0.6
COc1ccccc1C1c2ccc3ccccc3c2Oc2ncn(CCN(C)C)c(=N)c21 (configuration not stated)	-20.0	-1.3	-2.9	-31.4	1.2	0.7	-2.3
COc1ccc(CN2CCN(C(=O)c3c(-c4ccccc4)noc3C)CC2)cc1F	-3.0	0.5	-1.2	-2.1	3.8	-20.2	x
O=c1[nH]cnc2c1ccn2C1OC(CO)C(O)C1O (configuration not stated)	-0.4	-0.9	-1.2	3.6	-0.3	5.6	-3.1
CNC(=O)c1[nH]cnc1C(=O)Nc1cccc(Cl)c1	3.9	-3.2	x	-0.5	3.2	-6.8	0.9
Cc1ccc(NC(=S)N2CCN(S(=O)(=O)c3ccc(C)cc3)CC2)cc1	-2.8	1.1	26.6*	-0.6	-1.3	1.9	3.2
C/C=C/c1ccc([C@@H]2[C@H](CO)N(C(C)=O)[C@H]2CN(CC)C(=O)CN(C)C)cc1	-1.6	-4.2	-4.7	-10.3	0.4	-0.7	-14.3[16.7 µM]
Cc1ccc(N/C=C/c2onc(C)c2[N+](=O)[O-])cc1	-3.1	-6.0	7.1	-3.2	-0.3	-1.0	-2.9
CO[C@H]1CN(C)C(=O)c2ccc(NC(=O)Nc3cc(F)ccc3F)cc2OC[C@@H](C)N(C(=O)c2cnccn2)C[C@H]1C	-2.2	4.3	2.5	-1.1	0.0	-8.1	x
C[C@H]1CN([C@@H](C)CO)C(=O)c2cccc(NC(=O)C3CCCCC3)c2O[C@@H]1CN(C)S(=O)(=O)c1ccc(F)cc1	-1.4	-0.5	6.8	0.9	0.8	8.4	10.6[16.7 µM]
CCn1c(C)nc2cc(S(=O)(=O)Nc3ccc(C)cc3)ccc21	3.6	-3.5	-2.6	1.9	0.3	-0.4	3.7
COc1ccc(CN(C)C[C@@H]2Oc3c(NS(=O)(=O)c4c(C)noc4C)cccc3C(=O)N([C@@H](C)CO)C[C@@H]2C)cc1	1.2	0.1	3.5	0.9	-0.9	-6.6	5.7[16.7 µM]
C[C@H]1CCCCO[C@@H](CN(C)C(=O)CCCN(C)C)[C@@H](C)CN([C@@H](C)CO)C(=O)c2cc(NC(=O)CCC(F)(F)F)ccc2O1	-0.2	-1.4	9.0	2.6	0.9	-4.2	3.3[16.7 µM]
NC(=O)C1CCCN1 (configuration not stated)	-1.3	-0.5	x	-3.3	2.7	4.6	x
Cc1noc(C)c1S(=O)(=O)Nc1ccc2c(c1)C(=O)N([C@H](C)CO)C[C@H](C)[C@H](CN(C)Cc1ccc(C(=O)Nc3ccccc3N)cc1)O2	-0.9	1.5	24.0*	-0.6	-0.2	3.7	x
CC(c1ccc(F)cc1)n1cc(C(=O)NCCN(C)C)nn1 (configuration not stated)	7.5	-2.3	-3.1	-0.8	-2.4	1.5	x
O=C(NCC[C@H]1CC[C@@H](NS(=O)(=O)Cc2ccccc2)[C@H](CO)O1)C1CC1	-1.2	-1.5	-0.7	0.5	1.6	-0.6	x
C[C@H]1CN([C@@H](C)CO)C(=O)c2cc(NC(=O)Nc3ccc(F)cc3)ccc2O[C@H]1CN(C)Cc1ccc(C(=O)O)cc1	-9.7	-3.4	17.4	-1.8	-0.2	-4.1	-0.6[16.7 µM]
CCN(Cc1ccncc1)C(=O)c1ccc(C)o1	4.1	2.8	2.2	-6.9	-3.3	-2.6	3.4
Cc1ccc(C(C)C)cc1OCC(=O)Nc1ccccc1N1CCCC1	-0.4	7.8	u	-2.1	2.1	-1.3	-0.8
Continuation.
SMILES	ERAP1 inh	SIRT5 inh	DENV2 CPE rescue	Casp6 inh	F508del corr	ERp5 inh	miR122 inh
O=C1CSC(c2cccnc2)N1CCc1ccccn1 (configuration not stated)	-3.1	-1.2	12.8	-6.0	-2.3	-8.3	x
CCOP(=O)(c1ccc(N(C)C)cc1)C(O)c1ccc(OC)cc1 (configuration not stated)	4.3	-0.5	1.4	3.4	1.4	2.7	x
O=C(Cc1ccccn1)NCC[C@H]1CC[C@@H](NC(=O)Nc2ccccc2)[C@@H](CO)O1	5.7	-0.7	-1.6	-2.0	5.3	6.6	x
O=c1[nH][nH]c2cc([N+](=O)[O-])ccc12	2.7	2.6	3.3	10.9	1.4	0.2	-7.0
NC(=O)CC[C@@H]1NC(=O)[C@H](CO)NC(=O)c2cc([N+](=O)[O-])cc(I)c2NCCC[C@@H](C(N)=O)NC(=O)[C@H](Cc2ccc(O)cc2)NC1=O	-11.9	4.4	6.6	2.2	-0.4	-5.5	x
COc1ccc(CCNC(=O)CCNS(=O)(=O)c2cccc(Cl)c2)cc1OC	3.2	5.7	-11.6	-1.2	-0.6	6.8	6.5
O=C(NCCNc1ccnc2cc(Cl)ccc12)c1ccccc1F	-0.5	-1.4	-4.8	-5.0	-2.2	0.1	-6.9
CCN(CC)C(=O)c1cccc(NC(=O)CCc2nc3sc4c(c3c(=O)[nH]2)CCCC4)c1	3.5	1.4	-6.9	2.8	2.1	0.2	1.6
C[C@@H]1CN([C@H](C)CO)C(=O)c2cc(NC(=O)NC3CCCCC3)ccc2O[C@@H]1CN(C)C	-0.1	-1.2	2.0	-2.9	3.7	9.6	-1.9[16.7 µM]
O=C(COc1nsnc1N1CCOCC1)Nc1cccc(Cl)c1	2.6	-2.8	9.4	3.3	1.1	-6.7	1.4
Cc1cc(NC2CCCCC2)n2c(n1)nc1ccccc12	-3.9	-11.8	-0.7	-0.3	0.3	-3.0	x
Cc1ccc2nc(SCC(=O)N/N=C/c3ccco3)cc(C)c2c1	6.4	-1.6	-4.6	0.0	-2.7	-34.5	x
O=c1[nH]c(O)c(N=Nc2ccc(Cl)c(S(=O)(=O)Nc3ccccc3Cl)c2)c(=O)[nH]1	5.4	-7.0	3.3	-0.3	3.7	-2.5	2.1
C[C@@H]1CCCCO[C@@H](CN(C)C)[C@@H](C)CN([C@H](C)CO)C(=O)c2cc(NS(=O)(=O)c3cccs3)ccc2O1	-1.3	-1.0	-2.5	1.5	-1.5	3.0	-1.6[16.7 µM]
NC(=O)CC(NC(=O)c1ccc(Br)cc1)c1ccc(N2CCN(c3ccccc3)CC2)c([N+](=O)[O-])c1 (configuration not stated)	0.3	-0.8	3.0	-1.1	-0.4	5.1	-0.9
CCC(=O)N1[C@H](CO)[C@H](c2ccc(-c3ccccc3)cc2)[C@H]1CNC(=O)COC	-3.6	-1.3	-0.2	3.0	2.0	2.0	x
CCCNC(=O)N(C)C[C@@H]1Oc2ncc(C#C[C@H](C)O)cc2C(=O)N([C@@H](C)CO)C[C@H]1C	-2.5	6.1	u	-1.9	1.6	2.4	-7.7[16.7 µM]
COc1ccc(NC(=O)Nc2ccc3c(c2)C(=O)N([C@H](C)CO)C[C@H](C)[C@@H](CN(C)Cc2ccc4c(c2)OCO4)O3)cc1	-1.1	16.3*	2.3	1.1	4.7	-1.7	4.8[16.7 µM]
COc1ccc2c3c(n(C)c2c1)[C@@H](CO)N(C(=O)CN1CCOCC1)CC31CN(C(C)=O)C1	2.5	0.9	4.5	1.3	0.9	-0.1	x
Cn1nc(C(=O)Nc2cc(Cl)ccc2N2CCCC2)c2ccccc2c1=O	-0.3	-0.5	5.9	-109.5	4.3	-4.3	3.4
Cc1noc(C)c1NC(=O)N(C)C[C@H]1Oc2c(NC(=O)Nc3ccc(C(F)(F)F)cc3)cccc2C(=O)N([C@H](C)CO)C[C@@H]1C	-2.9	-0.5	-9.5	1.1	-2.0&2.1	-2.4	2.6[16.7 µM]
COc1ccc(Nc2nc(N3CCN(S(=O)(=O)N(C)C)CC3)nc3ccccc23)cc1	7.6	-3.5	-0.3	3.3	-1.5	2.1	-0.3
CN(C)CC#Cc1cccc(-c2nc(C(=O)O)cc3c2[C@H](CCO)N(S(=O)C(C)(C)C)C3)c1 (some centres not stated)	-0.9	-1.6	-4.4	-2.1	-1.3	-2.0	x
Cc1[nH]nc(SCC(=O)Nc2ccc(C#N)cc2)c1[N+](=O)[O-]	-4.2	1.4	-3.5	-3.4	-1.3	3.9	x
COc1ccc(NC(=O)N(C)C[C@@H]2OCCCC[C@H](C)Oc3ccc(NC(=O)Nc4ccc(F)cc4)cc3C(=O)N([C@@H](C)CO)C[C@@H]2C)cc1	-1.2	7.9	-1.2	-0.3	-1.2	0.7	1.2[16.7 µM]
Other structures follow:
SMILES	ERAP1 inh	SIRT5 inh	DENV2 CPE rescue	Casp6 inh	F508del corr	ERp5 inh	miR122 inh
O=C(NNC(=O)c1c(F)cccc1F)c1sccc1-n1cccc1	-1.4	-3.2	9.1	2.5	-0.1	-0.7	x
CCN(CC(=O)NCc1ccc(Cl)cc1)C(=O)CCOc1ccc(C)cc1	3.2	-2.5	-7.7	0.1	1.0	-1.3	1.2
C[C@H](CO)N1C[C@H](C)[C@H](CN(C)S(=O)(=O)c2cccs2)Oc2ccc(NC(=O)c3ccncc3)cc2C1=O	3.3	-6.6	u	-2.4	-2.5	-1.4	3.1[16.7 µM]
CCCn1c(N)c(C(=O)CSc2n[nH]c(-c3ccccc3F)n2)c(=O)n(C)c1=O	-2.8	2.4	-4.2	1.2	0.7	3.4	x
OCC1OC(n2cnc3ncccc32)C(O)C1O (configuration not stated)	9.4	-1.4	6.8	1.0	0.6	3.8	x
C[C@@H]1CN([C@@H](C)CO)C(=O)c2cc(NC(=O)Cc3ccccc3)ccc2O[C@H]1CN(C)C	-3.0	-2.9	2.7	1.3	0.5	-2.0	-0.6[16.7 µM]
OCCc1ccccc1	-0.6	-4.5	1.5	-0.5	-1.9	-7.0	x
COc1cc(NC(=O)Cn2ncc3c2-c2ccccc2OC3)cc(OC)c1OC	6.1	-1.4	3.3	0.0	2.0	8.4	4.4
CCOC(=O)c1sc(NC(=O)C2CC(=O)N(c3ccccc3OC)C2)nc1C (configuration not stated)	2.0	7.2	6.1	6.7	0.5	1.5	-1.4
CCN1C(=O)N[C@@H](CCc2ccccc2)[C@@H](C(=O)OC)[C@H]1C	1.3	x	u	x	-1.7	-2.5	-0.2
COc1ccc2[nH]c3c(c2c1)CCN1C(=O)C(CC(=O)NCCc2ccccn2)C[C@H](C(=O)N2CCCCC2)[C@@]31C (some centres not stated)	0.4	-1.3	-15.0	-4.4	2.9	1.4	-5.7
NS(=O)(=O)c1ccc(CNC(=O)c2ccc(S(=O)(=O)NCc3ccco3)cc2)cc1	-2.4	-0.3	10.4	0.2	7.5	-5.0	13.6
O=C(CN1C(=O)c2ccccc2S1(=O)=O)c1ccccc1F	-2.1	-1.9	4.7	0.1	-1.7	0.8	-9.0
O=Cc1cccn1-c1nccc(-c2ccco2)n1	-1.7	5.3	-7.2	5.2	-2.4	2.6	-6.3

Reformatted: entries from further up
| molecule | ERAP1 inh | SIRT5 inh | DENV2 CPE rescue | Casp6 inh | F508del corr | ERp5 inh | miR122 inh |
| --- | --- | --- | --- | --- | --- | --- | --- |
| CCCn1c(N)c(C(=O)CSc2n[nH]c(-c3ccccc3F)n2)c(=O)n(C)c1=O | -2.8 | 2.4 | -4.2 | 1.2 | 0.7 | 3.4 | x |
| C[C@@H]1CN([C@@H](C)CO)C(=O)c2cc(NC(=O)Cc3ccccc3)ccc2O[C@H]1CN(C)C | -3.0 | -2.9 | 2.7 | 1.3 | 0.5 | -2.0 | -0.6[16.7 µM] |
| COc1cc(NC(=O)Cn2ncc3c2-c2ccccc2OC3)cc(OC)c1OC | 6.1 | -1.4 | 3.3 | 0.0 | 2.0 | 8.4 | 4.4 |

This is a random part of the collection; 4% or so of the library scored in one or more.
